# From PubChem BioAssay
# KCC2 mod: modulates chloride dependent transport by human KCC2; Q9H2X9; B-score of Tl+ flux slope (higher = more flux/activation; lower = inhibition) at 10 µM; KCC2 cells, thallium flux FluoZin-2 fluorescence; AID 1456; hit rate 2.2% among 190,000;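 active = thallium flux slope and its plate-corrected score both differing from the plate sample mean at a set confidence after two filtering rounds, in either direction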;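 note: slope of fluorescence scaled to starting intensity during 10 to 20 s after thallium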
# PERK inh: inhibitors of human PERK kinase; inhibition, % at 5.6 µM; Q9NZJ5; hit rate 0.17% among 220,000; CHO PERK-DD fusion, SEAP luminescence translation reporter; AID 1416;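 active = inhibition above the mean inhibition of all tested compounds plus 3 SD, set separately per screening campaign, cut at about 2.9% in these data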;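 note: PERK kinase domain activated by AP20187 dimerizer at 100 nM; 0% = DMSO with dimerizer and 100% = rapamycin at 8.4 µM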
# TNF death inh: blocks TNF-alpha induced death of Jurkat FADD-/- cells; Jurkat FADD-/- TNF necroptosis rescue, ATP luminescence, 24 h; 0 = TNF only, 100 = no-TNF cells; activation (protection from cell death), % at 10 µM; hit rate 0.068% among 220,000;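 active = activation, meaning protection from cell death, of at least 50% relative to plate controls; inactive = activation below 50%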;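 note: necroptosis triggered by 40 ng/mL TNF-alpha added together with compound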
# eIF4E 4G PPI: blocks eIF4E binding to eIF4G | TR-FRET eIF4E-eIF4GI(517-606) binding, 2 h | inhibition, % at 21.7 µM | P63073+Q04637 | hit rate 0.37% among 220,000;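 active = inhibition above about 30%, limit read from the data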;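 note: 0% = full FRET control wells and 100% = background wells lacking eIF4GI fragment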
# EBV gp42 inh: EBV gp42 inhibition; Q1HVG2; inhibition, % (tested at 21.74 µM); hit rate 0.42% among 220,000; Fluorescence polarization binding assay, mP read-out; in the data active = inhibition above about 50%
# Target sequence (Q1HVG2 whole entry, looked up): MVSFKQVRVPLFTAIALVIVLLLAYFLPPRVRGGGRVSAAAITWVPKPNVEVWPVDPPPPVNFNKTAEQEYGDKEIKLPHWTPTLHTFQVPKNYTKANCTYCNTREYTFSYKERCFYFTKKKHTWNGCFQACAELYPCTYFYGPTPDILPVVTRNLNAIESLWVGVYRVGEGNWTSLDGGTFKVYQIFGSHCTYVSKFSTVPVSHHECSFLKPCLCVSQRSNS
# Mdm2 ligase inh: inhibitors of human Mdm2 E3 ubiquitin ligase; Q00987; cell-based MDM2 ubiquitination luciferase reporter, 2 h; 0 = plate control, 100 = twice control, blank-subtracted; signal enhancement, % at 5 µM; hit rate 0.11% among 210,000; AID 1230;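 active = signal enhancement of 30% or more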;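 note: luminescence tracks abundance of the self-degrading MDM2-luciferase fusion protein; higher signal means inhibition of MDM2 E3 ligase activity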
# Target sequence (Q00987 whole entry, looked up, the tested form may be a part): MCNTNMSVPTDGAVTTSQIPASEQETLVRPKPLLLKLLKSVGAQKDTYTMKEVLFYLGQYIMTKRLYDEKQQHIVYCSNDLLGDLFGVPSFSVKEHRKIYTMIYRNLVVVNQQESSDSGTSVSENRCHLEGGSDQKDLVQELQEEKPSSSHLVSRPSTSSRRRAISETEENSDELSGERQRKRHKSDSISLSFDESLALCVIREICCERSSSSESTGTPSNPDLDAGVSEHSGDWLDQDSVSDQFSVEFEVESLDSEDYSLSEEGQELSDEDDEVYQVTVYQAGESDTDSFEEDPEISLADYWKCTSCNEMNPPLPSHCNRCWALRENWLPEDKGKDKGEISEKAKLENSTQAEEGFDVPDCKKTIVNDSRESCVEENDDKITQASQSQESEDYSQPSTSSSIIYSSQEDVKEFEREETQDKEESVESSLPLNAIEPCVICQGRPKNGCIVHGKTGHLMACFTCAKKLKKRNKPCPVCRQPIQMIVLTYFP
#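 Timing – 2 h compound exposure at 37 °C · Assay system – mammalian cells stably expressing self-ubiquitinating, self-degrading MDM2 E3–luciferase fusion · Amount – 2000 cells seeded into each well · Measure – % luminescence enhancement versus blank-corrected plate control mean · Measured by – SteadyLite luminescence, 15 min reagent step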
# Rad51 HR inh: Rad51 (human) homologous recombination inhibition; Q06609; hRad51 DNA strand exchange, fluorescence dequenching; inhibition, % at 10 µM; hit rate 0.085% among 200,000; AID 1385;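 active = inhibition above 40% at the single screening dose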;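 note: 0% = DMSO control wells and 100% = blanks with heterologous ssDNA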
# Target sequence (Q06609 whole entry, looked up): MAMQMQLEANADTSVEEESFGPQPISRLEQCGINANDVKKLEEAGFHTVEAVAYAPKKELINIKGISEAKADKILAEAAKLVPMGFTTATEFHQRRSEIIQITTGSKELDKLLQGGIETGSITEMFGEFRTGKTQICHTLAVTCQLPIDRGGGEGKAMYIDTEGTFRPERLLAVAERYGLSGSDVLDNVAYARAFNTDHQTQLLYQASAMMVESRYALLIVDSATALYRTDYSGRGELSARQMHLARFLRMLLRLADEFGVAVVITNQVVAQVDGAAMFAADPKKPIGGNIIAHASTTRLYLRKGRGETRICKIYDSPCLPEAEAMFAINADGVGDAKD
#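 Material: Human Rad51 nucleoprotein filaments preassembled on unlabelled ssDNA | Also added: Labelled 47-mer dsDNA for strand exchange | Dosing: Single dose, 10 µM final compound | Schedule: 30-min compound preincubation and 15-min exchange, both room temperature | Technique: Fluorescence dequenching at 485/520 nm | Measure: Percent inhibition relative to plate controls and blanks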
# zVAD death inh: L929 zVAD cell death inhibition | L929 zVAD necroptosis rescue, ATP luminescence, 24 h; with zVAD 60 µM | viability rescue, % at 10 µM | hit rate 0.38% among 220,000;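 active = activation, scaled between plate controls, above about 75%, limit read from the data; inactive = activation under that limit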;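 note: 0% = zVAD with DMSO and 100% = DMSO alone without zVAD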
# m-calpain inh: inhibitors of pig calpain II; purified calpain II, fluorogenic peptide substrate, 30 min; inhibition, % at 16 µM; hit rate 0.37% among 220,000;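 active = inhibition above about 50%, limit read from the data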
# Numbers without * were called inactive; / = no result given; [ ] = another dose, or the depositor's remark.
SMILES,KCC2 mod,PERK inh,TNF death inh,eIF4E 4G PPI,EBV gp42 inh,Mdm2 ligase inh,Rad51 HR inh,zVAD death inh,m-calpain inh
COc1ccc(C(=O)NNC(=O)CSc2nnc(C)n2CC2CCCO2)cc1 (centres undefined),0.15,-0.3,0.1,2,-4,-9,-6,1.5,15
CCOc1ccccc1N1CCN(CC(=O)NCCc2ccc(S(N)(=O)=O)cc2)CC1,0.8,0.6,0.6,2,-7,-10,4,1.8,-2
CCN(CC)c1ccc(NC(=O)CSc2nnc3nc(C)cc(C)n23)cc1,0.012,0.1,-0.7,27,-15,-6,/,0.7,-16
CCOC(=O)C1CCCN(CCC(=O)Nc2ccc(F)c(F)c2)C1 (centres undefined),-0.15,0.7,-0.9,-1,-18,-8,-5,-0.1,7
CCOc1ccc(CCNC(=O)C(CC)n2nc(C)n3c(cc4sccc43)c2=O)cc1OCC (centres undefined),-2.7,-0.6,-3.7,0,-8,-9,-4,-0.4,-4
O=C(CNS(=O)(=O)c1cccs1)N1CCc2ccccc2C1,0.15,-0.2,-1.9,2[fluorescence artefact?],-10,-22,2,0.0,-2
Cc1cc(C)c(S(=O)(=O)N2CCCCC2C(=O)O)c(C)c1 (centres undefined),-0.28,-0.2,-0.4,1,-18,-4,-6,0.7,-1
CC1CN(c2nc3ccccn3c(=O)c2/C=C(\C#N)C(=O)N2CCOCC2)CC(C)O1 (centres undefined),0.61,-0.1,-0.3,1,-7,-7,20,0.0,7
COc1ccc(N2CC(C(=O)N/N=C/c3ccc(C)cc3)CC2=O)cc1 (centres undefined),/,0.1,-5.9,1,-13,-3,2,-1.6,27
CC(On1nnc2ccccc21)C(=O)N1CCN(Cc2ccccc2)CC1 (centres undefined),-0.7,-0.1,1.6,-4,-9,0,-6,1.3,-7
Cc1ccc(Oc2cc(NC(=O)CCCn3nc(C)c([N+](=O)[O-])c3C)cc([N+](=O)[O-])c2)cc1,-1.9,0.8,0.3,-2,-11,-1,8,1.9,3
S=C(NCCCN1CCOCC1)Nc1cccc(Cl)c1,1.6,2.0,-2.6,2,0,5,8,-0.5,-26
CSc1ncccc1C(=O)OCC(=O)N1CCOCC1,0.55,1.4,-2.1,3,-27,1,3,-0.1,-13
O=C(COc1ncnc2ccccc12)NCc1ccc2c(c1)OCO2,/,0.8,-0.1,-9[fluorescence artefact?],-8,-6,-2,-0.1,-53
CCOCCCNC(=O)Cn1nc(-c2ccccc2)ccc1=O,0.73,0.2,1.0,-3[fluorescence artefact?],2,/,/,/,5
CCc1cccc(NC(=O)c2ccc(CNc3c(N4CCCC4)c(=O)c3=O)cc2)c1,0.61,1.3,1.2,0,-12,-13,-12,2.2,-11
O=C(NCc1ccc(C(=O)O)cc1)OCc1ccccc1,/,1.0,0.1,0,-17,-14,/,1.2,-5
Cc1nc2ccccc2nc1N1CCC(C)CC1,0.4,1.5,-1.8,2[fluorescence artefact?],-12,-18,-10,0.4,27
CCc1c(C)nc(SCC(=O)Nc2ccc(Br)cc2)[nH]c1=O,/,1.5,1.6,1,-15,-17,3,1.1,13
COc1ccc(N2CCN(C(=O)c3ccc4c(=O)n(CC5CCCO5)c(=O)[nH]c4c3)CC2)cc1 (centres undefined),/,-0.2,-6.8,1,-18,-6,-5,0.8,-11
COc1ccc(CCNC(=O)Cn2c(=O)oc3cc(Cl)ccc32)cc1OC,0.072,-0.4,2.0,-6,-16,-8,4,0.6,-11
NC(=O)COC(=O)c1ccccc1OCc1ccc(Cl)cc1,0.2,-0.5,0.2,-1,-5,-5,3,5.0,-17
Nc1nonc1-n1nnc(C(=O)N/N=C/c2cc(Br)ccc2O)c1CSC1=NCCS1,0.068,-0.6,-5.6,5,6,-33,-9,54,-59
O=C(CN1CCN(c2ccc(F)cc2)CC1)N1CCOCC1,-1.2,1.1,1.2,1,2,-33,5,-0.6,-32
CCOc1ccccc1/C=C(/C#N)C(N)=O,-0.46,-0.8,-1.9,0,-7,-15,0,0.0,5
Cc1cc(Cl)c(S(=O)(=O)N2CC(C)OC(C)C2)cc1OCC(N)=O (centres undefined),-0.013,1.7,-1.5,-4,9,-12,4,-0.3,13
CS(=O)(=O)N(CCc1ccccc1)CC(=O)N1CCCC1,0.73,1.9,1.8,0,-27,-12,11,0.9,6
O=S(=O)(CCc1nc2ccccc2o1)c1ccc2ccccc2c1,0.12,2.0,-0.5,-1[fluorescence artefact?],-22,-7,7,0.0,6
COc1cc(C(=S)N2CCOCC2)ccc1OC(=O)c1cc([N+](=O)[O-])c(C)c([N+](=O)[O-])c1,0.3,-1.4,0.6,-34,1,-2,-2,-0.1,17
N=c1n(CC(=O)c2ccc([N+](=O)[O-])cc2)c2ccccc2n1Cc1ccccc1,0.39,0.7,-15,0,-18,-17,12,25,-46
Cc1ccc(C(=O)Nn2c(N)c(S(=O)(=O)c3ccc(C)cc3)c3nc4ccccc4nc32)cc1,0.19,-0.3,0.4,4,23,-2,-3,0.2,-408
CCOC(=O)C1CCN(C(=O)CCc2c(C)nc3c(-c4ccc(F)cc4)c(C)nn3c2C)CC1,-0.89,0.2,0.9,-2,-4,-18,-4,-0.2,-17
CCn1c(=O)c2cc(S(=O)(=O)NCCOc3ccccc3)ccc2n(CC)c1=O,/,0.0,-1.2,6,0,-14,1,-0.1,-1
COc1ccc(NC(=O)c2cc(S(=O)(=O)N3CCS(=O)(=O)CC3)ccc2Cl)cc1,0.37,1.2,-1.3,-15,1,-9,7,-0.2,-3
Cc1cc(/C=C2/SC(=O)N(CC(=O)N3CCOCC3)C2=O)c(C)n1-c1ccccc1F,-0.37,0.8,0.2,6[fluorescence artefact?],-13,-18,-3,-0.2,-53
Nc1cc(S(=O)(=O)Nc2ccccc2Cl)ccc1N1CCCC1,-0.26,0.0,-1.5,2,0,-10,16,-0.1,-9
Nc1nc(C2CCOCC2)cs1,1.5,-0.4,1.0,2,-1,-11,/,-1.1,8
O=C(NC(Cc1ccccc1)C(=O)O)/C(=C/c1ccccc1)NC(=O)c1cccc(Br)c1 (centres undefined),-0.52,0.3,0.8,-4,-18,-16,3,1.8,-59
CC(=O)Nc1ccc2nc(NC(=O)COc3ccccc3C)sc2c1,-1.1,0.7,2.8,-3,-11,-6,5,9.0,-22
Cn1c(-c2ccc(C(C)(C)C)cc2)n[nH]c1=S,3.9*,0.3,-1.0,5,-12,-10,6,0.0,5

# Reformatted with two lines to a compound: part of the list above
# Screens in order: KCC2 mod	PERK inh	TNF death inh	eIF4E 4G PPI	EBV gp42 inh	Mdm2 ligase inh	Rad51 HR inh	zVAD death inh	m-calpain inh
Nc1nc(C2CCOCC2)cs1
    1.5	-0.4	1.0	2	-1	-11	/	-1.1	8
O=S(=O)(CCc1nc2ccccc2o1)c1ccc2ccccc2c1
    0.12	2.0	-0.5	-1[fluorescence artefact?]	-22	-7	7	0.0	6
Nc1cc(S(=O)(=O)Nc2ccccc2Cl)ccc1N1CCCC1
    -0.26	0.0	-1.5	2	0	-10	16	-0.1	-9
CCn1c(=O)c2cc(S(=O)(=O)NCCOc3ccccc3)ccc2n(CC)c1=O
    /	0.0	-1.2	6	0	-14	1	-0.1	-1

# An excerpt from above in order of formula weight, falling:
SMILES,KCC2 mod,PERK inh,TNF death inh,eIF4E 4G PPI,EBV gp42 inh,Mdm2 ligase inh,Rad51 HR inh,zVAD death inh,m-calpain inh
Cc1ccc(C(=O)Nn2c(N)c(S(=O)(=O)c3ccc(C)cc3)c3nc4ccccc4nc32)cc1,0.19,-0.3,0.4,4,23,-2,-3,0.2,-408
NC(=O)COC(=O)c1ccccc1OCc1ccc(Cl)cc1,0.2,-0.5,0.2,-1,-5,-5,3,5.0,-17
CCOc1ccccc1/C=C(/C#N)C(N)=O,-0.46,-0.8,-1.9,0,-7,-15,0,0.0,5

# Remaining list, next part:
SMILES,KCC2 mod,PERK inh,TNF death inh,eIF4E 4G PPI,EBV gp42 inh,Mdm2 ligase inh,Rad51 HR inh,zVAD death inh,m-calpain inh
NCCc1nnc(SCc2c(Cl)cccc2Cl)o1,-0.16,0.2,1.1,4,-11,0,7,1.2,1
O=C(O)c1ccc(CNCc2ccccc2Cl)cc1,-0.5,0.9,0.5,-9,8,-9,1,-0.2,-30
Cc1ccc(C(C(=O)NC2CCCC2)N(C(=O)Cc2cccs2)c2ccc3c(c2)OCCO3)cc1 (centres undefined),/,0.2,-5.8,-21,4,5,15,-0.4,-50
O=C(O)/C=C/c1cn(-c2ccccc2)nc1-c1cccs1,-0.038,1.2,-0.4,1,9,-14,/,1.5,-207
CCCC(=O)NCCCCNC(=O)CCC,0.38,1.4,-12,4,-21,-78,-6,0.4,-5
CC(=O)c1ccc2c(c1)CC(C)C(=O)N2C (centres undefined),-0.066,1.3,0.7,2,6,-1,/,0.9,-9
O=C(Cn1c(COc2ccccc2)nc2ccccc21)Nc1cc(Cl)cc(Cl)c1,0.091,0.4,2.8,0[fluorescence artefact?],6,/,/,0.1,-14
c1ccn2c(CNc3ncnc4sccc34)nnc2c1,0.42,0.2,0.3,-3[fluorescence artefact?],1,-6,-2,2.2,8
CC(=O)Nc1cc(C(=O)OCC(=O)c2ccccc2)ccc1C,-0.56,0.4,2.1,-6,-7,-6,0,14,24
CCOC(=O)N1CCN(C(=O)C2CC(=O)N(c3ccc(OC)cc3)C2c2ccc(OC)cc2)CC1 (centres undefined),0.44,-1.9,0.3,4,-3,-16,-1,0.1,15
CCC(C)(C)NC(=O)C(c1cccn1C)N(C(=O)Cn1nnc2ccccc21)c1ccccc1OC (centres undefined),-0.47,-0.8,-4.4,-3,-7,11,3,-0.5,6
C=CCNC(=S)N/N=C/c1ccc(C)s1,14*,0.7,-1.0,-2,-11,/,2,0.0,45
Cn1nc(SCC(=O)O)sc1=S,/,0.7,-0.2,4,-4,-11,-3,0.5,4
S=C1N[C@H]2CCCC[C@@H]2N1,0.88,2.1,-0.2,-4,-22,-4,-14,0.9,-17
O=C(Nc1c[nH]c(=O)[nH]c1=O)c1ccc2c(c1)C(=O)N(c1cccc([N+](=O)[O-])c1)C2=O,0.3,2.1,0.7,6,-6,/,-22,0.3,18
CCC(CO)NC(=O)c1cccc(S(=O)(=O)N2c3ccccc3CC2C)c1 (centres undefined),/,1.1,-0.2,5,0,-15,-2,-0.1,-2
CC(Sc1nc(-c2ccccc2)cc(C(F)(F)F)n1)C(=O)N1CCC(C(N)=O)CC1 (centres undefined),0.84,-0.5,-2.0,6,-30,-12,3,-0.9,-5
Cc1nn(Cc2c(F)c(F)c(F)c(F)c2F)c(C)c1NC(=O)c1ccc(COc2ccccc2Cl)o1,-6.4*,-0.8,-2.8,-3,2,-30,/,0.2,-10
C=CCc1c(C)nc(SC(C)C)[nH]c1=O,-1.4,1.1,-1.8,-2,-20,-18,1,-0.3,2
O=C(N/N=C/c1cnc(N2CCCCC2)s1)c1ccc(Cl)cc1,2,2.0,2.8,2,-4,-6,-2,3.5,20
CNS(=O)(=O)/C=C/c1ccccc1,0.32,0.9,2.3,1,-3,-3,9,0.7,-14
COC(=O)c1cnn(C(=O)c2ccccc2Br)c1N,0.55,1.1,-1.0,-3,-15,-24,0,0.0,-24
CCOC(=O)c1csc(-c2snnc2C)n1,3.9,1.4,0.5,2,32,3,-9,0.1,13
Cc1cc(Cl)ccc1OC(C)c1nnc(N)s1 (centres undefined),-2.1,1.9,-1.1,-14,-18,-16,0,0.2,-11
O=C(NCc1ccncc1)C(=O)Nc1nccs1,0.79,1.8,0.9,-8,-6,2,13,0.4,4
